Vif-A3F inh – inhibitors of Vif-A3F interaction; Potency, µM (highest dose often 46.1 µM), for the others: at the highest dose activity, negative = active; HeLa A3F-eYFP + Vif (tagged APOBEC3F with the HIV-1 protein that degrades it), YFP fluorescence increase; actives 0.2% (n = 390,000); further: potency means the concentration at half of the fitted maximal effect; % of control where 0% means no effect; nearly all actives have a fitted effect of over 65% in size
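Fluorescence increase (Ex 488/Em 500-530) after overnight compound treatment at 37 deg C flags inhibition of Vif-driven A3F-eYFP loss in stable HeLa A3F-eYFP/Vif cells seeded overnight beforehand.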
LDHA block – LDHA (human) enzyme inhibition | P00338 | purified LDHA, NADH/diaphorase-resazurin fluorescence; stronger effect = lower value | activity change, % (values are at about 110 or 230 µM) | actives 0.15% (n = 480,000); in the data active means activity change below about -30%; inconclusive means mostly about -25% to -30%;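 further: plate controls were DMSO wells for no effect and wells without enzyme for full effect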
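Enzyme activity of human lactate dehydrogenase 5 (2 nM; 0.06 mM NADH, 0.2 mM pyruvate, 5 min, RT) is measured via a resazurin/diaphorase fluorescence readout of residual NADH.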
USP1-UAF1 inh – USP1/UAF1 (human) deubiquitinase inhibition; AID 743255; O94782; recombinant USP1/UAF1, Ub-Rhodamine cleavage fluorescence; actives 0.23% (n = 390,000); Potency, µM (series often up to 57.1 µM), for the others: at the top dose activity change, negative = inhibition, most hits filed as inhibitors; further: potency means the concentration at half of the fitted maximal effect; on the % scale 0 is the no-effect control and ±100 the full control effect; nearly all actives have a fitted effect of over 60% in size; inactives centre near -12
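High-throughput fluorogenic screen: 1nM USP1/UAF1 complex, Ub-Rho substrate 150nM final, 50mM HEPES pH 7.8 with 0.5mM EDTA, 0.1 mg/ml BSA, 1mM TCEP and 0.01% Tween-20.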
TrxR1 substrate – substrates of rat thioredoxin reductase 1; Potency, µM (doses to about 114 µM), for the others: top-dose activity change, negative = substrate turnover; purified TrxR1 substrate turnover, NADPH consumption readout; actives 0.01% (n = 390,000); AID 588456; O89049; further: potency means the concentration at half of the fitted maximal effect; on the % scale 0 is the no-effect control and ±100 the full control effect; nearly all actives have a fitted effect of over 50% in size
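Rat TrxR1, dispensed at 90 nM, was prereduced with 400 uM NADPH (final) for 5 min at ~22 deg C, then incubated with compound 15 min before 400 uM selenite. A first-read NADPH fluorescence drop versus no-compound background flagged substrates.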
IDH1 R132H inh – human IDH1 R132H inhibition | actives 0.093% (n = 390,000) | O75874 | IDH1-R132H enzyme, NADPH consumption, diaphorase/resazurin fluorescence | Potency, µM (titrated, usually from 76.6 µM), for the others: top-dose activity change, negative = inhibition, hits mostly inhibitors | AID 602179; further: potency means the concentration at half of the fitted maximal effect; on the % scale 0 is the no-effect control and ±100 the full control effect; nearly all actives have a fitted effect of over 65% in size
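IDH1-R132H (0.5 ug/mL dispensed) in pH 7.5 Tris buffer was preincubated 30 min with compound, then given a substrate mix of 0.016 mM NADPH and 2 mM alpha-KG for 80 min at room temperature; remaining NADPH was read by diaphorase/resazurin fluorescence.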
Vif-A3G inh – blocks the Vif interaction with human APOBEC3G. HeLa A3G-eYFP + Vif (tagged APOBEC3G with the HIV-1 protein that degrades it), YFP fluorescence, overnight. Potency, µM (highest dose often 46.1 µM), for the others: top-dose activity, negative = active, hits mostly inhibitors. Q9HC16. AID 602310. actives 0.076% (n = 410,000);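 further: potency means the concentration at half of the fitted maximal effect; on the % scale 0 is the no-effect control and ±100 the full control effect; nearly all actives have a fitted effect of over 60% in size; hits raise eYFP signal because A3G escapes Vif-driven loss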
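HeLa cells stably expressing Vif and C-terminally eYFP-tagged A3G, seeded overnight at 37 deg C, then exposed to compound by pintool overnight at 37 deg C. Rise in yellow fluorescence (Ex 488/Em 500-530, Acumen) marks blocked Vif-driven A3G degradation.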
GRP78 ERSR act – ER stress response induction in glioma | U87-MG GRP78 promoter luciferase reporter, 16 h | Potency, µM, inactives show at the highest dose activation, most hits filed as activators | actives 0.02% (n = 420,000) | AID 602332; further: potency means the concentration at half of the fitted maximal effect; series mostly up to about 76 µM; % of control where 0% means no effect; nearly all actives have a fitted effect of over 35% in size
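ERSR induction read as luciferase luminescence (Bright-Glo, 10 min at room temperature) in stably transfected human U87-MG glioma cells exposed to compounds for 16 h, using GRP78 as sensor.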
RXFP1 ag – agonists of human relaxin receptor RXFP1. Q9HBX9. HEK293T-RXFP1 cAMP TR-FRET, 30 min; response scale: percent of porcine relaxin response, buffer zero. Potency, µM (highest dose often 57.5 µM), inactives show top-dose activation, hits mostly activators. actives 0.3% (n = 370,000); further: potency means the concentration at half of the fitted maximal effect; on the % scale 0 is the no-effect control and ±100 the full control effect; nearly all actives have a fitted effect of over 60% in size; many of its hits are not listed in these tables
Target sequence (Q9HBX9 whole entry, looked up): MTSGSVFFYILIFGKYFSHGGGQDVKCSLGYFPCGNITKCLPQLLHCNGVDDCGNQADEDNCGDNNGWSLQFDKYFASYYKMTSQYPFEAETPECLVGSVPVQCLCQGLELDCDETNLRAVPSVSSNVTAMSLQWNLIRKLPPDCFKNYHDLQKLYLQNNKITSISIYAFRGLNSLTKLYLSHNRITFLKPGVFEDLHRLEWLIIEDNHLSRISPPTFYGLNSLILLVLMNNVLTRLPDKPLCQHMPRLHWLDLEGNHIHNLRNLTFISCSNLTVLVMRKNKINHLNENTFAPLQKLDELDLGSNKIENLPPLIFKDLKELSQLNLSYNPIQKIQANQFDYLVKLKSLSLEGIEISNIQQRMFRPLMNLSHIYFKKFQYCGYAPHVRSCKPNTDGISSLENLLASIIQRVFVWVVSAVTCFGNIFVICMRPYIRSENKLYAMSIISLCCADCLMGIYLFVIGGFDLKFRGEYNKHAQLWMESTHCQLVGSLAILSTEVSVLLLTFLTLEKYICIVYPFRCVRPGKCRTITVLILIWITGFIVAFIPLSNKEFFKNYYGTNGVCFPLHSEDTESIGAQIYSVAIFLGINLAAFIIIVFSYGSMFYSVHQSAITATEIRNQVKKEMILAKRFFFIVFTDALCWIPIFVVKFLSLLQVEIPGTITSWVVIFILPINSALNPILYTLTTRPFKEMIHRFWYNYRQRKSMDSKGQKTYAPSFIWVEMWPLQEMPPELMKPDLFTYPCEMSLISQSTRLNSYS
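cAMP rise read by TR-FRET after 30 min, 37C compound exposure (up to 58 uM) in RXFP1-transfected HEK293 cells with Ro 20174 present. EC50 from Hill-equation fits, with 29 nM porcine relaxin as 100% and buffer as basal.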
PI4K2A block – inhibitors of human PI4K2A. activity change, negative = inhibition, % at 76.9 µM. AID 1346378. actives 0.13% (n = 420,000). purified PI4K2A, ADP-Glo luminescence, 1 h; stronger effect = lower value. Q9BTU6; in the data active means activity change below about -50%; inconclusive means mostly about -30% to -49%;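 further: -100% = wells without enzyme as full effect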
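In this quantitative HTS, ADP production by PI4K2A was quantified luminescently after 1 h at ambient temperature; 100 microM adenosine served as plate-quality control.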
* hit, by the source's call; ? = inconclusive; / = no result given; & = joins results of further samples; [ ] = another dose, or the depositor's remark. Unless noted, the call rests on the fitted dose curve; in most records, active means well fitted curve in the direction sought with a large enough effect; inconclusive means small, poorly fitted or top-dose-only effect, or another doubt; inactive means no such curve, though single readings can be large; an effect the other way counts as inactive or inconclusive. The list is partial (hit frequency here may not be typical).

SMILES | Vif-A3F inh | LDHA block | USP1-UAF1 inh | TrxR1 substrate | IDH1 R132H inh | Vif-A3G inh | GRP78 ERSR act | RXFP1 ag | PI4K2A block
CC1CCCCN1S(=O)(=O)c1ccc2c(c1)CCN2C(=O)CCC(=O)O (stereo not drawn) | 0% | -6 | -15% | 5% | -3% | 1% | -4% | 1.0% | 5
CCCCNC(=O)c1ccccc1NC(=O)CN(c1ccccc1)S(=O)(=O)N(C)C | -1%&-7% | -11&-7 | -14%&-1% | 7%&3% | -7%&1% | -6%&-4% | -3%&-5% | 4.1%&0.2% | -2&0
CCOC(=O)COc1cccc2c(=O)n(CC(=O)NCCc3ccccc3)ccc12 | 3% | -3 | -15% | 9%[57.1 µM] | -7% | 0% | -1% | 1.4% | -4
O=C(Cc1ccccc1)NCC(=O)N/N=C/c1cccs1 | -4% | -5 | -3% | -5% | 0% | 3% | 1% | 0.5% | 1
O=C(Cc1nc2ccccc2[nH]1)NCc1ccco1 | -5% | 0 | -24% | -4% | 4% | -5% | -2% | 0.6% | -4
Nc1nc(CSc2n[nH]c(-c3ccccc3)n2)nc(Nc2ccccc2)n1 | 1% | -2 | -4% | -9%[57.1 µM] | -7% | -1% | -7% | -0.3% | -2
Cc1cc(C(=O)CCC(=O)N2CCN(c3ccccc3O)CC2)c(C)s1 | 6% | 2 | -11% | -2% | -3% | -9% | -1% | 0.4% | 0
O=C(NCc1ccco1)/C(=C\c1ccco1)NC(=O)c1ccc(Br)o1 | 15% | -1 | -11% | -11%[57.1 µM] | 6% | -3% | -3% | -2.9% | 8
O=C(c1ccc(CS(=O)Cc2ccc(Cl)cc2)o1)N1CCN(c2ccc(F)cc2)CC1 (stereo not drawn) | 0% | 1 | -28% | 1% | -5% | -5% | -5% | 1.3% | 3
CCOc1ccc(N2C(=O)CC(NCCNc3ccc(C(=O)c4cccs4)cc3)C2=O)cc1 (stereo not drawn) | -6% | 0 | -16% | 0% | 3% | 0% | 2% | 0.5% | -2
CCN(CC)CCNC(=O)c1c(O)c2cc(OC)c(OC)cc2[nH]c1=O | 8% | 9 | 1% | 40%[57.1 µM] | 7% | 3% | -5% | 3.0% | 2
O=C(CC1C(=O)NCCN1C(=O)c1ccc([N+](=O)[O-])cc1)Nc1ccc(F)cc1 (stereo not drawn) | 6% | -8 | -19% | 7% | 14% | 2% | -2% | 1.4% | 2
COCc1nnc(NC(=O)c2cccc(NC(=O)c3ccccc3)c2)s1 | -5% | 1 | 3% | -6% | -6% | 1% | 7% | -1.0% | -2
O=C(N1CCN(Cc2ccccc2)CC1)C12CC3CC(CC(C3)C1)C2 | -6% | 1 | -13% | 12%[57.1 µM] | -3% | 2% | -2% | 0.4% | -2
Cc1ccc(NC(=O)c2ccc(Cl)c(S(=O)(=O)N3CCCCC3)c2)nc1 | 6% | -6 | -11% | -7% | -4% | 10% | -2% | 0.1% | 8
CCC(C(=O)NC1CC1)n1nc(C)c2c(C)n(-c3ccc(C)cc3)nc2c1=O (stereo not drawn) | -20% | -5 | -7% | -17% | -2% | 3% | 2% | 1.8% | -1
CC(C)(C)c1ccc(NC(=O)c2cc(C3CCCN(S(=O)(=O)c4cccc5cccnc45)C3)on2)cc1 (stereo not drawn) | / | 0 | / | / | / | 3% | -3% | / | 2
COc1ccc(NC(=O)C(CC(C)C)NC(=O)C2CCCCC2)c(OC)c1 (stereo not drawn) | ? | 3&1 | -18%&-15% | 6%&3% | 9%&-9% | 0%&0% | -6%&-2% | -0.4%&-0.2% | 1&0
Cc1ccc(S(=O)(=O)N2CCCCC2)cc1NC(=O)Cn1ccsc1=N | -11% | -8 | -14% | 6%[57.1 µM] | 23% | 0% | -8% | -0.5% | 0
COC(=O)c1c[nH]c(=S)n1Cc1ccccc1 | 4% | -8 | -22% | 3%[2.29 µM] | -3% | -46% | -3% | / | 3
CC(=O)N1c2ccc(S(=O)(=O)N3CCC(C(=O)Nc4ncccc4C)CC3)cc2CC1C (stereo not drawn) | -5% | -2 | -14% | -11%[57.1 µM] | -1% | 0% | -4% | -0.6% | -2
COc1cccc(CNC(=O)Cn2ccc3cc(S(=O)(=O)N4CCC(C)CC4)ccc32)c1 | 2%&0% | -5&3 | -21%&3% | 2%[57.1 µM] | -11%&-2% | 2%&1% | 1%&-2% | -2.1%&-0.4% | 7&0
COc1cc(-n2c(=O)c3ccccc3n(Cc3cccc(Cl)c3)c2=O)cc(OC)c1OC | ? | -3 | -11% | -6% | -4% | 1% | -1% | 0.6% | 1
Cc1cc(Cl)ccc1C(O)c1ncc(-c2ccc(Cl)cc2)[nH]1 (stereo not drawn) | / | -10 | / | / | / | -7% | -5% | / | -14
CCOC(=O)c1cnc2ccc(C(=O)OC)cc2c1Nc1cccc(C(=O)O)c1 | -9% | -2 | 0% | -8%[57.1 µM] | 0% | -3% | -5% | 3.1% | -6
COC(=O)c1cccc(Nc2cc(C)nc(-c3ccccc3O)n2)c1 | -1% | 0 | -18% | 15% | -14% | -21% | -3% | -0.7% | -2
Cc1ccc(C(C)C)c(OCC(=O)NC(=S)Nc2ccccc2N2CCOCC2)c1 | -19% | 2 | -4% | -14% | 8% | 1% | -5% | 3.4% | 1
Cc1[nH]n(-c2ccccc2)c(=O)c1N=Nc1cccc(S(=O)(=O)N2CCOCC2)c1 | -25% | 1 | 3% | -4% | -8% | -9% | -2% | -0.1% | 0
CC(=O)C1=C(O)C(=O)N(c2ccc(Br)cc2)C1c1ccc([N+](=O)[O-])cc1 (stereo not drawn) | -2% | -17 | ? | -6%[57.1 µM] | -9% | -1% | 0% | 1.1% | -1
CC(C)(CNC(=O)c1cccc(NS(=O)(=O)c2ccc(Br)cc2)c1)N1CCOCC1 | 5% | 2 | -16% | -4% | 2% | -1% | -3% | 1.7% | -3
COc1ccc(-c2nnc(SCC(=O)N3CCc4ccccc4C3)o2)cc1 | -6% | 11 | -24% | 4% | 3% | 2% | -4% | 1.0% | 8
O=C(CSc1ccc(-c2cccs2)nn1)NCCc1ccccc1 | 4% | -2 | -18% | 0%[57.1 µM] | 6% | 0% | -5% | 10% | 1
COc1ccc(S(=O)(=O)N(C)CC(=O)NCCC2=CCCCC2)cc1 | 7% | -3 | -9% | -11% | 6% | 2% | -1% | 2.7% | -2
O=C(CSc1ccc(Cl)cc1)Nc1ccc(N2CCN(c3ccccc3)CC2)c(F)c1 | -1% | 0 | -23% | -4%[57.1 µM] | 8% | 1% | -2% | 1.6% | -7
O=C(OCC(=O)N1CCc2ccccc2C1)c1cccc([N+](=O)[O-])c1 | -2% | -3 | 4% | -9% | 0% | 1% | -2% | 0.0% | -4
Cc1cccc(N2CCN(C(=O)c3ccc(Cl)c(S(=O)(=O)N4CCc5ccccc5C4)c3)CC2)c1C | 0% | -4 | -18% | -7% | 0% | 1% | -2% | 4.1% | 0

Compounds from the list above that have an aryl thioether with sulfur outside any ring, in the order listed:
SMILES | Vif-A3F inh | LDHA block | USP1-UAF1 inh | TrxR1 substrate | IDH1 R132H inh | Vif-A3G inh | GRP78 ERSR act | RXFP1 ag | PI4K2A block
Nc1nc(CSc2n[nH]c(-c3ccccc3)n2)nc(Nc2ccccc2)n1 | 1% | -2 | -4% | -9%[57.1 µM] | -7% | -1% | -7% | -0.3% | -2
COc1ccc(-c2nnc(SCC(=O)N3CCc4ccccc4C3)o2)cc1 | -6% | 11 | -24% | 4% | 3% | 2% | -4% | 1.0% | 8
O=C(CSc1ccc(-c2cccs2)nn1)NCCc1ccccc1 | 4% | -2 | -18% | 0%[57.1 µM] | 6% | 0% | -5% | 10% | 1
O=C(CSc1ccc(Cl)cc1)Nc1ccc(N2CCN(c3ccccc3)CC2)c(F)c1 | -1% | 0 | -23% | -4%[57.1 µM] | 8% | 1% | -2% | 1.6% | -7

Continuation:
SMILES | Vif-A3F inh | LDHA block | USP1-UAF1 inh | TrxR1 substrate | IDH1 R132H inh | Vif-A3G inh | GRP78 ERSR act | RXFP1 ag | PI4K2A block
COc1ccc(/C=N/Nc2nc(C)cc(-c3ccccc3)n2)cc1OC | 1% | -1 | -6% | -6% | 2% | -5% | 2% | 0.7% | -2
Cc1cccc(NC(=S)N/N=C2\CC(C)(C)Oc3ccc(O)cc32)c1 | ? | -1 | -14% | 5% | 5% | -1% | -1% | -0.5% | 0
CC(C)c1ccc(OCC(=O)N(Cc2cccs2)C2CCS(=O)(=O)C2)cc1 (stereo not drawn) | -5% | 1 | -7% | 2% | -1% | -4% | -2% | -4.6% | -4
Cc1cccc(C(=O)NCCc2nc3ccccc3n2Cc2ccc(Cl)cc2)c1 | 3% | 4 | -24% | 5% | -6% | 1% | -5% | -1.3% | -3

Laid out differently: entries from further up.
Cc1cccc(NC(=S)N/N=C2\CC(C)(C)Oc3ccc(O)cc32)c1
- Vif-A3F inh: ?
- LDHA block: -1
- USP1-UAF1 inh: -14%
- TrxR1 substrate: 5%
- IDH1 R132H inh: 5%
- Vif-A3G inh: -1%
- GRP78 ERSR act: -1%
- RXFP1 ag: -0.5%
- PI4K2A block: 0

COC(=O)c1c[nH]c(=S)n1Cc1ccccc1
- Vif-A3F inh: 4%
- LDHA block: -8
- USP1-UAF1 inh: -22%
- TrxR1 substrate: 3%[2.29 µM]
- IDH1 R132H inh: -3%
- Vif-A3G inh: -46%
- GRP78 ERSR act: -3%
- RXFP1 ag: /
- PI4K2A block: 3

Screening results as filed in PubChem.
